Bioassay records (PubChem)
ERG Ets-DNA blk: inhibitors of human ERG Ets domain-DNA interaction. P11308. fluorescence polarization, His-ERG Ets domain / labelled DNA. Potency, µM (highest dose often 76.9 µM), for the others: top-dose FP activity, negative = inhibition, usual class: inhibitors. actives 0.028% (n = 370,000); active = well fitted inhibition curve with a large enough effect in the polarisation, with a control signal flat; inconclusive = small, poorly fitted or top-dose-only effect, or effect the other way, or a change in a side signal; inactive = no such curve, though single readings can be large or run the other way; the % refers to the polarisation;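 also: polarization taken with two DNA probes labelled with fluorescein and Texas red; potency is read from the fitted curve at half-maximal effect; % of control where 0% means no effect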
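His-tagged ERG Ets domain (1 uM in the protein solution; 300mM KCl, 50mM Tris-HCl, 1mM EDTA, 1mM DTT, pH 7.5) received compound, then a probe mix of 5 nM fluorescein-DNA and 100nM Texas-615-DNA. Fluorescence polarization was read for both dyes.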
RGS4 inh: inhibitors of human regulator of G protein signaling 4; Potency, µM (series often up to 114 µM), without a hit: top-dose activity change, negative = inhibition, usual class: inhibitors; actives 0.039% (n = 390,000); Transcreener GDP fluorescence polarization, RGS4-accelerated GTP hydrolysis; also: potency is read from the fitted curve at half-maximal effect; % is scaled to controls: 0 for no effect and ±100 for the full control effect; nearly all actives have a fitted effect of over 75% in size; some results filed as inactive show a strong effect at the top dose
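MLSMR compounds (23 nl, pin-transferred) preincubated 10 min at room temperature with a 500nM (2x) first reagent, then RGS4 at 900nM (2x) plus Transcreener GDP mix added; fluorescence polarization (620/688 nm) read before and after 90 min at 30 °C.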
APEX1 inh: blocks human APE1 abasic DNA cleavage; P27695; recombinant APE1, TAMRA/BHQ-2 abasic DNA cleavage fluorescence; Potency, µM (series often up to 65.8 µM), inactives show top-dose activity change, negative = inhibition, actives largely listed as inhibitors; actives 0.35% (n = 350,000); AID 2517;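 also: potency is read from the fitted curve at half-maximal effect; plate controls were vehicle for no effect and reference inhibitor for full effect; nearly all actives have a fitted effect of over 55% in size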
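APE1 at 0.75 nM final was preincubated with compound 15 min at room temperature, then 50 nM double-stranded THF abasic-site substrate (5'-TAMRA/3'-BHQ-2) was added. Fluorescence (ex 525/em 598 nm) was read kinetically; third-minus-first read gave activity.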
POLK inh: blocks human DNA polymerase kappa activity | Potency, µM (titrated, usually from 107 µM), for the others: at the highest dose activity, negative = inhibition, usual class: inhibitors | actives 0.53% (n = 400,000) | AID 588579 | purified Pol kappa, fluorescent DNA synthesis assay, 10 min; also: potency is read from the fitted curve at half-maximal effect; % is scaled to controls: 0 for no effect and ±100 for the full control effect
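First, compounds were pin-transferred onto 10 nM Pol kappa. After 15 min at room temperature, substrate was added to 50 nM final. Fluorescence was then measured kinetically at 0 and 10 min.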
ALOX12 inh: ALOX12 (human) lipoxygenase inhibition. P18054. purified 12hLO, xylenol orange hydroperoxide absorbance. Potency, µM (top dose mostly 108 µM), for inactives: top-dose activity change, negative = inhibition, most hits filed as inhibitors. actives 1.1% (n = 580,000). AID 1671190; also: potency is read from the fitted curve at half-maximal effect; % is scaled to controls: 0 for no effect and ±100 for the full control effect
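Purified human 12hLO at 150 nM in 25 mM Hepes, 0.01% Triton X-100, pH 7.0, preincubated 15 min at room temperature with compound. Reaction started with 40 uM arachidonic acid, 30 min at room temperature. Hydroperoxide measured by Fe-xylenol orange, 573/405 nm absorbance ratio.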
LDHA block: LDHA (human) enzyme inhibition; P00338; purified LDHA, NADH/diaphorase-resazurin fluorescence; active compounds read low; activity change, % (values are at about 110 or 230 µM); actives 0.15% (n = 480,000); in the data active = activity change below about -30%; inconclusive = mostly about -25% to -30%;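 also: plate controls were DMSO wells for no effect and wells without enzyme for full effect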
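Human LDH5 (2 nM) was incubated with 0.06 mM NADH and 0.2 mM pyruvate for 5 min at room temperature in Tris pH 7.4. Remaining NADH was coupled through diaphorase/resazurin, and resorufin fluorescence was read at 0 and 20 min.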
POLB inh: DNA polymerase beta (human) inhibition; P06746; Pol beta primer extension/strand displacement, fluorescence kinetic; Potency, µM (doses to about 114 µM), without a hit: at the highest dose activity change, negative = inhibition, usual class: inhibitors; actives 1.3% (n = 340,000); AID 485314; also: potency is read from the fitted curve at half-maximal effect; % is scaled to controls: 0 for no effect and ±100 for the full control effect
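Pol beta (10 nM) and compounds were preincubated 15 min at room temperature, then 50 nM substrate (final) started primer extension/strand displacement. Reads were taken at 0 and 10 min; concentration-response data were fitted to a four-parameter Hill equation.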
Pol eta inh: blocks human DNA polymerase eta activity. recombinant Pol eta, fluorescent DNA replication assay. actives 1.2% (n = 390,000). Potency, µM (series often up to 114 µM), without a hit: at the highest dose activity change, negative = inhibition, hits mostly inhibitors. AID 588591; also: potency is read from the fitted curve at half-maximal effect; % is scaled to controls: 0 for no effect and ±100 for the full control effect
Target sequence (Q9Y253 whole entry, looked up): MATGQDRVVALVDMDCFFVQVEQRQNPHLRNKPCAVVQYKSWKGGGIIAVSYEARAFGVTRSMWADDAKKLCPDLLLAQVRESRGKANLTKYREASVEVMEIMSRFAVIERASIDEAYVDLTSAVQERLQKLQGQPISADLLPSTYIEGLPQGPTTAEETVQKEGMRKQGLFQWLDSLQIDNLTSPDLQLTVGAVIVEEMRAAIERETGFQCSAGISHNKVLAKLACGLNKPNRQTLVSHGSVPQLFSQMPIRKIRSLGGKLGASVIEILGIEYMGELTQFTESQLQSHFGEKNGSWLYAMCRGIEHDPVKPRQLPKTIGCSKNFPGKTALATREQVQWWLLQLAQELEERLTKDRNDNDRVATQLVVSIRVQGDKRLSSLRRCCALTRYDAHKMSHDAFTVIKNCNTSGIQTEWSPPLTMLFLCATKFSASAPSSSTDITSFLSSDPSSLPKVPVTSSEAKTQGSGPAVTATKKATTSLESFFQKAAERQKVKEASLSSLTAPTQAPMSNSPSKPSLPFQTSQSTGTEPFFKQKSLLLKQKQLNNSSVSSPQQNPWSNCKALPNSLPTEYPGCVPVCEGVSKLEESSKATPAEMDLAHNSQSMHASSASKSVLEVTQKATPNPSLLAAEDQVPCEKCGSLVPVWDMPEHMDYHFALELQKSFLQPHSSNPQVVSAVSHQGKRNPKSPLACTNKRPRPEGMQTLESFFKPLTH
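Pol eta at 10 nM preincubated with compounds 15 min at room temperature; reaction started with fluorescent substrate (50 nM final) and read kinetically at 0 and 10 min.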
Apoferritin bind: binds horse apoferritin like a general anesthetic | apoferritin/1-aminoanthracene competitive binding, fluorescence | Potency, µM (top dose mostly 77.5 µM), for inactives: at the top dose activity change, negative = displacement, most hits filed as inhibitors | actives 0.074% (n = 350,000); also: potency is read from the fitted curve at half-maximal effect; % is scaled to controls: 0 for no effect and ±100 for the full control effect; nearly all actives have a fitted effect of over 20% in size
Target sequence (P02791 2-175 limits assumed): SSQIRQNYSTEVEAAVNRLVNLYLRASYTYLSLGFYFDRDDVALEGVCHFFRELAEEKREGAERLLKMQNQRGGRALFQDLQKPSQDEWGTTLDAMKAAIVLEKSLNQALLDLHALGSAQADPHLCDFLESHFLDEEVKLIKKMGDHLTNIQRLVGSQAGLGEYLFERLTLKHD
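Horse-spleen apoferritin (10 uM) was mixed with 50% saturated 1-aminoanthracene in PBS, exposed to compounds for 10 min at room temperature, and read for fluorescence (ex 380 nm, em 535 nm). Competitive displacement was fitted with a four-parameter Hill equation.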
An asterisk follows results filed as active; u = inconclusive; x = not tested or not shown; & = joins results of further samples; [ ] = dose if it differs, or a comment. Unless noted, calls follow the shape of the dose curve; as a rule, active = well fitted curve in the direction sought with a large enough effect; inconclusive = small, poorly fitted or top-dose-only effect, or another doubt; inactive = no such curve, though single readings can be large; an effect the other way counts as inactive or inconclusive.

compound	POLB inh	Apoferritin bind	ERG Ets-DNA blk	Pol eta inh	LDHA block	APEX1 inh	POLK inh	RGS4 inh	ALOX12 inh
CCOC(=O)c1c(C)oc2ncnc(Nc3ccc(CC)cc3)c12	5%	-4%	3%	-28%	-2	x	-7%	14%	-19%
CCc1ccc2oc(-c3cccc(NC(=O)c4cccnc4)c3)nc2c1	13%	u	-6%	-15%	-14	-5%	0%	0%	0%
COc1cccc(OC)c1C(=O)Nc1cccc2c1CCCC2	64%	-10%	2%	-17%	0	-7%	0%	15%	0%
COc1cc(C(=O)Nc2nnc(C)s2)c([N+](=O)[O-])cc1OC	53%[activator]	-7%	2%	4%	-2	-4%	-1%	9%	354%[activator]
Cc1ccc(C(=O)N/N=c2\sc3ccccc3n2C)cc1	53%	-9%	-1%	-23%	-3	9%	-7%	-1%	0%
CCCNC(=O)c1ccccc1C(=O)NC1(C(=O)NCCC)CCCC1	u	11%	1%	-16%	0	2%	-2%	-19%	-1%
O=C(NCCN1CCOCC1)[C@H](Cc1ccccc1)N1C(=O)c2ccccc2C1=O	-10%	-2%	8%	-10%	1	3%	-8%	7%	-8%
COc1ccc(CCNC(=O)C2c3ccccc3C(=O)N2Cc2ccccc2)cc1OC (centres undefined)	31%	7%	2%	-16%	-9	x	-7%[60.1 µM]	19%	-9%
Cc1cc(NC(=O)CSCC(=O)N(C)Cc2ccc(F)cc2)no1	-23%	-10%	6%	-11%	0	7%	-12%	-3%	1%
COc1ccc(CCNC(=O)c2c(O)c3ccccc3[nH]c2=O)cc1	0%	0%	-6%	3%	-2	25%	-1%	23%	24%
CSc1ncnc2sc(C)c(C)c12	10%	-10%	18%	-5%	-3	-3%	-4%	9%[56.9 µM]	-5%
CN(CC(=O)O)C(=O)c1ccccc1	x	x	12%	-8%	-3	17%	20%	-15%	4%
O=S1(=O)CC2SC(=S)N(Cc3ccccc3)C2C1 (centres undefined)	-8%	-7%	-5%	-11%	-5	-2%	-15%	-14%	100%[activator]
Cn1c(CO)cnc1-c1ccccc1	-12%	0%	4%	-14%	-3	6%	0%	17%	-12%
Cc1nc2ccc(CCO)cc2s1	0%	-5%	-1%	10%	-9	2%	-10%	19%	10%
CCOC(=O)c1ccc(NC(=O)CN(C)S(=O)(=O)c2ccc(Br)s2)cc1	-16%	3%	5%	u	1	1%	-14%	-6%	u
Cc1nc2ccccn2c(=O)c1NC(=O)c1cccc2ccccc12	x	x	-2%	-23%	-3	8%	-3%	-10%	3%
Cc1[nH]c2ccccc2c1SCC(=O)NNC(=O)Nc1ccc(OC(F)(F)F)cc1	-25%	5%	4%	-25%	-3	22%	-16%	-10%	49%[activator]
Cc1cc(C)c2nc(SC(C)C(=O)NCC(=O)Nc3ccc(F)c(F)c3F)cc(C)c2c1 (centres undefined)	9%	-2%	10%	-18%	-5	2%	-6%	-10%	u
O=C(CCCCCCCC(=O)N1CCCCC1)N1CCCCC1	x	x	0%	-6%	-2	x	-11%	-43%	2%

Two compounds picked at random from the list so far, as already listed:
compound	POLB inh	Apoferritin bind	ERG Ets-DNA blk	Pol eta inh	LDHA block	APEX1 inh	POLK inh	RGS4 inh	ALOX12 inh
CN(CC(=O)O)C(=O)c1ccccc1	x	x	12%	-8%	-3	17%	20%	-15%	4%
CCOC(=O)c1c(C)oc2ncnc(Nc3ccc(CC)cc3)c12	5%	-4%	3%	-28%	-2	x	-7%	14%	-19%

Additional records.
compound	POLB inh	Apoferritin bind	ERG Ets-DNA blk	Pol eta inh	LDHA block	APEX1 inh	POLK inh	RGS4 inh	ALOX12 inh
O=C(NCc1ccccc1)Nc1cccn(Cc2c(F)cccc2Cl)c1=O	-2%	-18%	-11%	-21%	-16	27%	-13%	-7%	2%
Cc1cccc(-n2c(=O)c3c(c4cc(C)ccc4n3C)n(CC(=O)NCCC3=CCCCC3)c2=O)c1	u	-3%	-2%	-1%	-5	x	-6%	-15%	-2%
COc1ccc2cc(CCNC(=O)CCc3ccccc3)c(=O)[nH]c2c1	26%	-8%	-1%	-11%	2	-1%	-4%	-9%	26%
COc1ccc(/C=C(\NC(=O)c2ccccc2)C(=O)N2CCN(C)CC2)cc1	45%	-5%	-17%	6%	-5	19%	-16%	9%	4%
Cc1c(NC(=O)CCCCCN2C(=O)C3C4C=CC(C4)C3C2=O)c(=O)n(-c2ccccc2)n1C (centres undefined)	-2%	1%	11%	-7%	-3	-6%	6%	7%	-11%
Cc1c(C(=O)N2CCN(S(=O)(=O)c3cccs3)CC2)oc2ccc(F)cc12	x	x	-2%	-14%	1	9%	7%	1%	-3%
CNC(=O)c1c(NC(=O)/C=C/c2ccccc2)sc2c1CCC2	-1%	-15%	-4%	-7%	3	x	-9%[60.1 µM]	-53%	-6%
COc1ccc(C)cc1S(=O)(=O)Nc1cc2c3c(c1)C(C)C(=O)N3CCC2 (centres undefined)	x	x	8%	-6%	-2	21%	1%	-17%	-5%
Cc1c(NC(=O)C(C)N(c2ccccc2)S(C)(=O)=O)c(=O)n(-c2ccccc2)n1C (centres undefined)	4%	-3%	6%	-13%	-11	0%	-1%	7%	-4%
CN(Cc1nc2ccccc2c(=O)[nH]1)CC(O)COCc1ccco1 (centres undefined)	-1%	-2%	-1%	5%	-6	-1%	-4%	-14%	0%[57.4 µM]
COc1cccc(N2C(=O)C(CC(=O)Nc3ccc(F)cc3)N(CCC3=CCCCC3)C2=O)c1 (centres undefined)	1%	42%[activator]	-2%	-17%	0	x	-24%	31%	u
Cn1c(CSCc2ccc(Cl)cc2)nnc1SCC(=O)Nc1nccs1	-14%	-3%	-4%	-5%	-10	5%	-4%	27%	-29%
Cc1nc2c(cc1NC(=O)C(C)(C)C)nc(C)n2Cc1ccccc1	1%	-8%	-10%	-4%	-1	25%	-1%	4%	-17%
CCCCN(C(=O)c1cccc(S(=O)(=O)N2CCCCC2)c1)C1CCS(=O)(=O)C1 (centres undefined)	9%&11%	-3%&16%	8%&0%	2%&-13%	-2&-2	-9%	-8%	15%&18%	u
O=C(Nc1cccc2nsnc12)c1ccc(F)cc1	2%	66%[activator]	-1%	-20%	-1	1%	-7%	-14%	20%
Cc1ccc(C)n1-c1ccc(C#N)cn1	25%	0%	1%	12%	-4	-5%	-17%	3%	1%
CCN(CC(=O)Nc1c(F)cccc1F)C(=O)CNC(=O)COc1ccccc1	x	x	-15%	2%	-2	16%	-7%	-4%	-16%
COc1ccc(S(=O)(=O)N(CC(=O)NCc2ccncc2)c2ccc(C)cc2)cc1Br	44%	-6%	-5%	-8%	-7	-14%	-7%	-5%	6%
CCOC(=O)C(NCc1ccc(F)cc1)(NC(=O)c1ccccc1)C(F)(F)F (centres undefined)	13%	-1%	1%	-3%	6	3%	-17%	18%	6%
COc1ccc(S(=O)(=O)N(C)CC(=O)NCc2cccnc2)cc1	6%	-3%	-7%	8%	-3	-10%	-20%	54%	0%
O=C(OCCCN1CCOCC1)c1ccc(O)c(O)c1	-6%	-6%	5%	-4%	5	2%	-11%	-3%	-117%
CC(C)NC(=O)Cn1cnc2c1c(=O)n(C)c(=O)n2C	-1%	6%	-14%	13%	-6	9%	-7%	9%	0%
Fc1ccc(Cn2nnc(-c3ccc(CN4CCOCC4)cc3)n2)cc1	0%	-14%	-9%	1%	0	-6%	-13%	28%	-6%
C=CCN1C(=O)C(CC(=O)Nc2ccccc2)S/C1=N/c1nccs1 (centres undefined)	16%	7%	25%	-3%	-11	4%	1%	7%	0%
COc1ccc(OC)c(-n2c(-c3cc(-c4ccco4)[nH]n3)n[nH]c2=S)c1	-2%	-3%	-4%	-15%	5	11%	-5%	-37%	u
COc1ccc(NC(=O)c2cc3c(=O)n(Cc4ccco4)ccc3nc2C)c(OC)c1	16%	-9%	-12%	6%	4	x	-2%	-23%	-24%
COCCN(C(=S)Nc1ccc(C)cc1C)C(C)c1ccco1 (centres undefined)	11%	-11%	-5%	-23%	-6	11%	1%	-28%	-8%
Cc1ccc(C(=O)NNc2nc3ccccc3nc2C(F)(F)F)cc1	26%	-17%	-8%	-8%	2	-2%	-4%	-13%	102%[activator]
CCN(CC(=O)NCc1ccc(F)cc1)C(=O)c1ccc(COc2ccccc2)cc1	1%	-5%	52%[activator]	-14%	-3	33%	-2%	8%	-13%
C[C@H](CO)N1C[C@H](C)[C@@H](CN(C)Cc2ccc3c(c2)OCO3)Oc2ccc(NC(=O)Cn3cnnn3)cc2C1=O	x	x	2%	-21%	1	-12%	6%	-13%	-18%
CCCC[n+]1c(C)sc2cc(OC)ccc21	-2%	-9%	3%	-10%	-10	2%	-3%	u	u

This is a subset (hit frequency here may not be typical).
